# Screening results from PubChem BioAssay.
# RPL19A-GFP yeast = RPL19A-GFP expression modulators in yeast, primary screen, cell-based, S. cerevisiae, multiplex flow cytometry, MLPCN; S. cerevisiae RPL19A-GFP strain, 3 h; hits give low values; percent response vs DMSO, % at 10 µM; 0.3% of 330,000 active; AID 2025, 2009;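 active = percent response vs DMSO below 50%; inconclusive = fewer than 70 events counted for the yeast strain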;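 note: median channel GFP fluorescence of the barcoded RPL19A-GFP strain; ratio of sample median GFP to plate DMSO average so 100% = DMSO; lower means less RPL19A-GFP as with rapamycin TOR inhibition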
# Efflux pump mplx = inhibitors of Candida efflux pumps in yeast, primary screen, S. cerevisiae, Nile Red, multiplex; S. cerevisiae Candida pump triplex; inhibition, % at 10 µM; 0.44% of 330,000 active; AID 485275, 2010;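 active = plate passing quality check with inhibition over a set limit, or well fluorescence over plate mean plus 4 SD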;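 note: Nile Red retained in pooled yeast measured as flow cytometry median fluorescence; 0% = buffer negative control and 100% = Enniatin B positive control; higher means more Nile Red kept so more efflux inhibition; some compounds called inactive have numbers as strong as hits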
# AGP1-GFP MLPCN = modulators of AGP1-GFP expression in yeast TOR pathway, primary screen, cell-based, multiplex flow cytometry, S. cerevisiae, MLPCN library; 3 h; GFP as percent of DMSO wells; GFP response vs DMSO, % at 10 µM; 0.02% of 320,000 active; AID 2066, 2009;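 active = GFP response relative to DMSO above a set limit, near screen average plus 3 SD, cut at about 150% in these data; inconclusive = fewer than 70 cells counted for the yeast strain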;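 note: median GFP channel fluorescence of the gated AGP1 strain per well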
# CR mimetic SO = reduction of superoxide in aged yeast, primary screen, HTS | superoxide response (% of plate mean), % at 10 µM | AID 2690, 2010 | 0.18% of 330,000 active | S. cerevisiae aged cells, superoxide DHE fluorescence; hits give low values;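 active = superoxide response under a set limit, about three screen SD below normal, cut at about 65% in these data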;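 note: yeast aged for seven days with compound at 30 °C before DHE staining; 100% = average MFI of all compound-treated wells on the plate with controls excluded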
# LAP4-GFP MLPCN = modulators of LAP4-GFP expression in yeast, primary screen, S. cerevisiae, multiplex flow cytometry, MLPCN library. 0.34% of 320,000 active. 3 h; median GFP as percent of DMSO wells. GFP response vs DMSO, % at 10 µM;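 active = GFP response vs DMSO above a set limit, about the screen mean plus 3 SD, cut at about 150% in these data; inconclusive = under 70 cell events counted for the yeast strain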
# MEP2 TOR yeast = modulators of MEP2-GFP levels in yeast, primary screen, S. cerevisiae, multiplex flow cytometry, MLPCN library | S. cerevisiae MEP2-GFP strain, 3 h; 100% = DMSO control level | GFP response vs DMSO, % at 10 µM | 0.51% of 330,000 active | AID 2016, 2009;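 active = GFP response versus DMSO above a set limit, roughly screen mean plus 3 SD, cut at about 180% in these data; inconclusive = fewer than 70 cells counted for a yeast strain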;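 note: median GFP fluorescence of the barcode-gated MEP2-GFP cells per well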
# CIT2-GFP yeast = modulators of CIT2-GFP expression in yeast, primary screen, S. cerevisiae, GFP fusion, multiplex flow cytometry, MLPCN library | GFP response vs DMSO, % at 10 µM | 0.065% of 320,000 active | S. cerevisiae CIT2-GFP strain, 3 h; 100 means same as DMSO wells | AID 2029, 2009;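 active = GFP response relative to DMSO above a set limit, near the screen mean plus 3 SD, cut at about 150% in these data; inconclusive = Fewer than 70 cells measured for a yeast strain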;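 note: ratio of well median GFP fluorescence to mean of DMSO wells on the plate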
# AHR activator = AHR activators, primary screen, cell-based, luminescence, luciferase reporter, human | Aryl hydrocarbon receptor (Homo sapiens), P35869 | AHR-responsive luciferase reporter cells | activation, % at 5 µM | 2.5% of 320,000 active | AID 2796, 2010; in the data active = activation above about 47%;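 note: 0% = vehicle wells and 100% = reference agonist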
# Target sequence (P35869 whole entry, looked up): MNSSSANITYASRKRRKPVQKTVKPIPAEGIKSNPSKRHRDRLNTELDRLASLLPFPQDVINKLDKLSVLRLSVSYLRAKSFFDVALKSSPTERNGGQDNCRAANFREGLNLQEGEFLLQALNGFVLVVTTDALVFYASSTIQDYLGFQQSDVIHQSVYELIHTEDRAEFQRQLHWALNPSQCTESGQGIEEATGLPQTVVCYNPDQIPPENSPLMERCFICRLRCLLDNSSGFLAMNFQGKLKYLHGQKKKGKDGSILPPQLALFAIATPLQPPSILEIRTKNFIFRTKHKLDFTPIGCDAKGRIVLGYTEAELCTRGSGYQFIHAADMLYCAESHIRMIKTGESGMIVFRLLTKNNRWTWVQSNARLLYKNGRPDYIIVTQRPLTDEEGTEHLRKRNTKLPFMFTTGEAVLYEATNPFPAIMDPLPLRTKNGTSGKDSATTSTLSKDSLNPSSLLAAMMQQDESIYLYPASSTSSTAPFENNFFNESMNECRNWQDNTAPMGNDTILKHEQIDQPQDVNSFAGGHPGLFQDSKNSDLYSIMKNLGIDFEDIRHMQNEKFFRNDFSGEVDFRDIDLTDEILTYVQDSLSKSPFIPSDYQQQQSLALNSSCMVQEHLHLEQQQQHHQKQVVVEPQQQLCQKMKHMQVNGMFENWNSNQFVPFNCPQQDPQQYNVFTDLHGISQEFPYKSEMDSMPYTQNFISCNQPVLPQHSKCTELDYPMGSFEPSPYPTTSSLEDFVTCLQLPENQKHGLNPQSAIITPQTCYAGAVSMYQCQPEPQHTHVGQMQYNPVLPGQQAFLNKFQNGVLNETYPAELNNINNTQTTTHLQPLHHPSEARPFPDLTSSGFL
# The depositor's hits bear a star; u = inconclusive; x = no result given; [ ] = dose if it differs, or a comment.
SMILES,RPL19A-GFP yeast,Efflux pump mplx,AGP1-GFP MLPCN,CR mimetic SO,LAP4-GFP MLPCN,MEP2 TOR yeast,CIT2-GFP yeast,AHR activator
CCCc1nn(-c2cc(Cl)ccc2OC)c2c1C(=O)CC(C)(C)C2,103,0.2,100,97,99,97,102,-3
CCn1c(/C=C2/C(=O)N(C)c3ccccc32)nc2ccccc2c1=O,99,0.4,92,108,99,96,87,27
O=C1CCCc2c1nc(-c1ccccc1)n2O,u,-0.1,u,99,u,u,u,1
Cc1onc(-c2ccccc2Cl)c1NC(=O)NCc1cccs1,91,0.1,89,95,97,91,93,-1
CCCn1nnnc1NC(=O)COc1ccc(Cl)c(C)c1,101,0.1,99,119,94,106,102,6
Cc1nnc(C)n1/N=C/c1cccn1C,96,0.0,97,101,98,98,99,4
O=C(NCC1CCCO1)c1cccc(NS(=O)(=O)c2ccc(Br)cc2)c1 (stereo not drawn),97,0.0,104,93,107,92,96,0
O=c1c2ccccc2c(-c2ccc(O)cc2)nn1-c1cccc(C(F)(F)F)c1,105,-0.3,99,104,104,107,102,43
Cc1nc(/C(N)=N/OC(=O)c2ccccc2Cl)c(C(F)(F)F)o1,96,0.1,101,103,95,90,92,1
Cc1nnc(NC(=O)CSc2ncc(-c3ccccc3)[nH]2)s1,97,-0.1,106,107,106,95,99,6
Cc1ccc(S(=O)(=O)NNC(=O)c2ccc3ccccc3n2)cc1,111,-0.1,101,109,95,108,106,9
CCCOc1ccc(Cn2c(O)cc(=O)[nH]c2=O)cc1,101,0.1,97,112,111,109,99,15
CCCOC(=O)c1cccc(NC(=O)C(C)(C)C)c1,94,0.1,93,98,98,92,86,8
Cc1ccccc1NC(=O)N1CCN(C(=O)c2ccco2)CC1,109,-0.1,107,105,100,107,104,1
O=C(C1CCCO1)N1CCN(C(=S)Nc2ccc(Cl)c(Cl)c2)CC1 (stereo not drawn),102,0.2,99,96,97,103,96,-1
CCOC(=O)c1cnc(-c2ccccc2)nc1Oc1cccc(Cl)c1,65[may fluoresce violet],-0.2,24[may fluoresce violet],91,90[may fluoresce violet],196*[may fluoresce violet],u,1
Cc1cccc(N2CCN(C(=O)c3c(-c4ccccc4Cl)noc3C)CC2)c1C,106,-0.7,103,93,110,110,89,3
COc1ccc(Cl)cc1-c1n[nH]c(=S)o1,103,0.0,105,104,100,106,98,16
Cc1ccc2c(C)c(C(=O)NCc3ccc(S(N)(=O)=O)cc3)oc2c1C,101,-0.2,97,110,106,96,99,3
O=C(CCN1C(=O)c2ccccc2C1=O)Nc1ccncc1,101,0.1,107,84,115,112,117,-10
COc1ccc(S(=O)(=O)N2CCOC23CCN(S(=O)(=O)c2cc(C)ccc2C)CC3)cc1,99,0.0,108,91,111,97,105,0
CCOc1ccc(CN(C)Cc2cc(=O)oc3cc(C)c(Cl)cc23)cc1,105,-0.2,104,111,104,106,102,0
O=C(CCCN1C(=O)c2ccccc2C1=O)Nc1ccccc1,96,0.0,106,104,115,96,90,-1
O=C1CCCC2=C1C(c1ccc(O)c(O)c1)c1c(ccc3ncccc13)N2 (stereo not drawn),117,0.4,100,120,102,114,105,4
COCCn1c(C)cc(C(=O)CSc2nnc3ccccn23)c1C,99,-0.2,105,87,102,97,102,-7
COc1ccc(NC(=O)CSc2nc3c(c(=O)n2-c2ccccc2OC)SCC3)cc1,96,1.1*,95,104,93,99,93,2
CCc1ccc(C(=O)NNC(=O)c2n[nH]c(=O)c3ccccc23)cc1,94,0.0,94,103,97,99,92,1
Cc1ccc(CSCCNC(=O)/C=C/c2ccccc2Cl)cc1,98,-0.1,106,93,101,99,103,0
CNc1ncc(C(=O)C(C)(C)C)s1,96,0.0,87,95,93,98,96,8
O=C1c2ccccc2C(=O)N1c1cccc(-c2csc(Nc3ccc4c(c3)OCO4)n2)c1,94,-0.1,94,101,99,92,98,8

# A draw from above in order of molecular weight, falling.
SMILES,RPL19A-GFP yeast,Efflux pump mplx,AGP1-GFP MLPCN,CR mimetic SO,LAP4-GFP MLPCN,MEP2 TOR yeast,CIT2-GFP yeast,AHR activator
COc1ccc(S(=O)(=O)N2CCOC23CCN(S(=O)(=O)c2cc(C)ccc2C)CC3)cc1,99,0.0,108,91,111,97,105,0
COc1ccc(NC(=O)CSc2nc3c(c(=O)n2-c2ccccc2OC)SCC3)cc1,96,1.1*,95,104,93,99,93,2
O=C1c2ccccc2C(=O)N1c1cccc(-c2csc(Nc3ccc4c(c3)OCO4)n2)c1,94,-0.1,94,101,99,92,98,8
CCOc1ccc(CN(C)Cc2cc(=O)oc3cc(C)c(Cl)cc23)cc1,105,-0.2,104,111,104,106,102,0
O=C1CCCC2=C1C(c1ccc(O)c(O)c1)c1c(ccc3ncccc13)N2 (stereo not drawn),117,0.4,100,120,102,114,105,4
Cc1ccc(CSCCNC(=O)/C=C/c2ccccc2Cl)cc1,98,-0.1,106,93,101,99,103,0
COCCn1c(C)cc(C(=O)CSc2nnc3ccccn23)c1C,99,-0.2,105,87,102,97,102,-7
CCc1ccc(C(=O)NNC(=O)c2n[nH]c(=O)c3ccccc23)cc1,94,0.0,94,103,97,99,92,1
O=C(CCCN1C(=O)c2ccccc2C1=O)Nc1ccccc1,96,0.0,106,104,115,96,90,-1
O=C(CCN1C(=O)c2ccccc2C1=O)Nc1ccncc1,101,0.1,107,84,115,112,117,-10
COc1ccc(Cl)cc1-c1n[nH]c(=S)o1,103,0.0,105,104,100,106,98,16

# Continued:
SMILES,RPL19A-GFP yeast,Efflux pump mplx,AGP1-GFP MLPCN,CR mimetic SO,LAP4-GFP MLPCN,MEP2 TOR yeast,CIT2-GFP yeast,AHR activator
CC(C)C(C(=O)NCc1ccco1)N(CC1CCCO1)C(=O)CNS(=O)(=O)c1ccccc1 (stereo not drawn),94,-0.1,94,116,104,95,89,1
CC(=O)Nc1cc(-c2nc3ccccc3o2)ccc1Cl,100,-0.1,97,95,100,107,100,x
CCOC(=O)N1CCN(C(=O)C2CCN(S(=O)(=O)c3cc(C)ccc3OC)CC2)CC1,97,0.4,97,112,92,101,x,1
COc1ccc(Nc2nnc(Cc3ccccc3)c(=O)[nH]2)c(OC)c1,96,0.5*,104,78,107,124,101,12
C#CCOc1c(Br)cc(/C=N\NC(=O)CN2CCOCC2)cc1OCC,94,-0.1,94,111,88,97,100,1
Cn1c(=N)c(S(=O)(=O)c2ccc(F)cc2)cc2c(=O)n3ccccc3nc21,101,-0.1,101,93,98,100,110,3
Cc1nn(-c2ccccc2)c(C)c1C(=O)Nc1ccc(N2CCOCC2)cc1,110,-0.1,111,96,105,102,109,3
Cc1cccc2c1Sc1ccccc1CC2=O,100,0.0,103,88,104,99,99,13
O=C(CN1CCOCC1)Nc1cccc([N+](=O)[O-])c1,90,0.0,115,102,99,91,107,-1
O=c1cc(-c2ccccc2)nc2nc[nH]n12,92,0.2,91,105,93,98,98,2
CCN(C(=O)COC(=O)CCC(=O)c1cccs1)C1CCCCC1,102,-0.1,100,97,92,98,101,0
Cc1cc(NC(=O)CSc2nnc(NCc3ccccc3)s2)no1,101,0.1,101,96,105,92,92,0
O=C(Nc1nnc(SCCC2OCCO2)s1)C1CC(=O)N(c2ccccc2)C1 (stereo not drawn),90,0.0,87,106,85,82,92,1
Cc1c(NS(=O)(=O)c2ccc(NC3CCCC3)c([N+](=O)[O-])c2)c(=O)n(-c2ccccc2)n1C,101,0.1,95,96,100,103,89,3
Cc1c(Cl)cccc1NC(=O)CNCc1ccccc1F,96,0.0,89,101,82,88,83,-1
O=S(=O)(Nc1cccc2ncccc12)c1cccs1,98,0.2,85,86,132,85,81,-3
O=S(=O)(/C=C/c1ccccc1)N1CCOCC1,104,0.0,94,95,101,106,97,-2
COc1ccc(CC(=O)Nc2ccccc2C(=O)N2CCCC2)cc1,104,0.1,99,91,74,94,113,0
O=C(O)c1ccc(S(=O)(=O)Nc2ccc(O)c(Sc3nc4ccccc4s3)c2)cc1,101,0.0,104,77,97,101,108,6
COc1ccc(NC(=O)C/C(C)=N/NC(=O)c2ccccn2)c(OC)c1,97,-0.1,105,96,96,98,103,5
Cc1cc(C)n(C(=O)COc2ccccc2C)n1,99,-0.1,97,95,99,98,98,0
CCNc1nc(N)c(C(=C(C#N)C#N)c2ccccc2)s1,u,0.3,u,113,u,u,u,-1
CCCCN(CC)CCCNC(=O)CS(=O)(=O)Cc1nc(-c2cccc(OC)c2)oc1C,107,0.0,107,103,104,107,111,-4
COc1ccc(CNC(=O)COC(=O)c2cc(-c3cccs3)nc3ccccc23)cc1OC,93,-0.2,93,106,97,96,90,11
C=CCN1C2CCCC1CC(NC(=O)Nc1cccc(C(C)=O)c1)C2 (stereo not drawn),103,0.0,100,114,94,106,115,0
CCOCc1nnc(NC(=O)C2c3ccccc3Oc3ccccc32)s1,99,0.1,103,91,103,101,98,0
COc1cc(C(=O)N/N=C/c2ccc(OC(=O)c3ccccc3Cl)cc2)ccc1O,104,0.1,88,102,81,96,92,4
CCOC(=O)/C(CCC[N+](C)(CC)CC)=N\O,96,0.5,89,97,83,101,92,3
CC(Sc1nc(-c2ccccc2)cc(C(F)(F)F)n1)C(=O)O (stereo not drawn),87,-0.2,127,121,123,139,126,-2
CC(C)=CCN1CCN(Cc2cccn2-c2ccccn2)CC1CCO (stereo not drawn),97,0.0,88,104,87,93,100,1
Cc1ccc(NC(=O)c2ccc(CSc3ncnc4nc[nH]c34)cc2)c(C)c1,103,-0.1,109,101,94,101,100,-3
CCN(CC)c1ccc(N=CN2CCOCC2)cc1,101,0.0,95,91,112,120,114,5
N=C(N)c1ccc(N)cc1,99,0.1,83,92,105,91,80,0
COc1ccc(C2=CC3=C(Br)C(=O)C(C)(OC(=O)C4CCCC4)C(=O)C3=CO2)cc1 (stereo not drawn),39*[may fluoresce violet],-0.1,11[may fluoresce violet],98,128[may fluoresce violet],138[may fluoresce violet],u,1
COc1ccc(CC(=O)N2CCC(CCC(=O)Nc3ccccc3)CC2)cc1,98,0.0,104,100,100,93,104,1
Cc1ccc(S(=O)(=O)N2CCC(=O)N(C(COCc3ccccc3)Cc3ccccc3)CC2)cc1 (stereo not drawn),99,0.0,92,100,133,97,113,1
COc1ccc(Cl)cc1NC(=S)NNC(=O)CC(C)C,103,-0.1,108,107,99,107,109,2
O=C(O)C(Cc1c[nH]c2ccccc12)N1Cc2ccccc2C1=O (stereo not drawn),98,-0.5,94,114,94,99,91,13
O=C(NCc1cccnc1)c1cccc(Cl)c1,100,0.0,104,92,98,102,102,4
CC(SC(=S)N1CCCC1)C(=O)O (stereo not drawn),98,0.1,100,104,94,99,97,-1
